Bioassay records (PubChem)
FadD28 FP inh = inhibitors of FadD28 bisubstrate probe binding, primary screen, biochemical, fluorescence polarization, single point. Mycobacterium tuberculosis FadD28 fatty-acid-AMP ligase. inhibition, % at 12.5 µM. hit rate 0.22% among 360,000; in the data active means inhibition above about 8.5%, passing the limit was not always enough; inconclusive means no clear call, values can overlap the other calls
BoNT A protease = BoNT/A light chain protease inhibitors, primary screen, biochemical, flow cytometry, MLPCN library | inhibition, % at 10 µM | hit rate 0.17% among 360,000 | multiplex microsphere protease substrate cleavage; further: plate controls were buffer without enzyme for full effect and enzyme alone for no effect
PrPC TRFRET = inhibitors of human cell surface prion protein PrPC, primary screen, cell-based, TR-FRET. Major prion protein (Homo sapiens), P04156. TR-FRET read-out. inhibition, % at 13.8 µM. hit rate 0.43% among 370,000; in the data active means inhibition above about 24%; further: 0% = median of the test wells and 100% = reference compound wells
Anthrax LF prot = Bacillus anthracis LF protease inhibitors, primary screen, biochemical, multiplex microsphere, MLPCN library; Lethal factor (Bacillus anthracis), P15917; multiplex microsphere protease cleavage assay; inhibition, % at 10 µM; hit rate 0.12% among 360,000; further: plate controls were buffer without enzyme for full effect and enzyme alone for no effect
Target sequence (P15917 whole entry, looked up): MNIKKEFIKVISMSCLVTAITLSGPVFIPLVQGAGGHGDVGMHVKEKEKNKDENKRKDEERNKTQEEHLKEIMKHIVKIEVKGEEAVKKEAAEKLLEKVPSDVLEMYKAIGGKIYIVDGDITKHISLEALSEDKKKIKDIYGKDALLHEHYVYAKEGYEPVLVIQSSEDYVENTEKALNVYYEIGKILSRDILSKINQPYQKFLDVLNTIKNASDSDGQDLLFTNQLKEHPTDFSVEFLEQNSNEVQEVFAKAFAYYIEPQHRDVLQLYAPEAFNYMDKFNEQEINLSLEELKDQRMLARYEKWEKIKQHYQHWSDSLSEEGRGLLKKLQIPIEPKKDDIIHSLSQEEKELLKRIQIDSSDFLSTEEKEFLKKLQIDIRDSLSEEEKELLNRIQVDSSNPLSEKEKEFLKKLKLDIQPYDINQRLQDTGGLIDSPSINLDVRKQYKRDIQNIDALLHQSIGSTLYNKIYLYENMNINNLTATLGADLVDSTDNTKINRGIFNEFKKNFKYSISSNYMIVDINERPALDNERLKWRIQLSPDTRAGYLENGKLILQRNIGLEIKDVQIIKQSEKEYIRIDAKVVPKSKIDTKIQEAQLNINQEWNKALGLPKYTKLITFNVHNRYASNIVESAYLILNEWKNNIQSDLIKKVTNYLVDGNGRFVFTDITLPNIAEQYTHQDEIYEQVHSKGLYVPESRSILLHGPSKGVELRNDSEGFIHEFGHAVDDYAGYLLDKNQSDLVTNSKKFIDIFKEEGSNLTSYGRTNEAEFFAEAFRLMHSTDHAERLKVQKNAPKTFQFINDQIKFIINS
PfHsp40 yeast = rescue of yeast from PfHsp40 toxicity, primary screen, S. cerevisiae, ATP luminescence. S. cerevisiae expressing PfHsp40, growth rescue. growth rescue, % at 12.5 µM. hit rate 0.68% among 340,000. AID 504582, 2011; in the data active means growth rescue above about 28%, passing the limit was not always enough; inconclusive means no clear call, values can overlap the other calls;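 further: yeast W303a lacking pdr1 and pdr3 grown in galactose medium; growth measured after three days at 30 °C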
BoNT-F LC inh = BoNT/F light chain protease inhibitors, primary screen, biochemical, flow cytometry, MLPCN library; Botulinum neurotoxin type F light chain protease (Clostridium botulinum); Multiplex microsphere protease cleavage assay; inhibition, % at 10 µM; hit rate 0.22% among 360,000; AID 588497, 2011; in the data active means inhibition above about 35%, passing the limit was not always enough; inconclusive means no clear call, values can overlap the other calls; further: plate controls were buffer without enzyme for full effect and enzyme alone for no effect
CCHF vOTU inh = CCHFV vOTU protease inhibitors, primary screen, biochemical, Pep-AMC substrate, fluorescence; Crimean-Congo hemorrhagic fever virus L polyprotein viral ovarian tumor (vOTU) protease …; inhibition, % at 11.5 µM; hit rate 0.55% among 370,000; AID 651958, 2012; in the data active means inhibition above about 30%; further: 0% = vehicle wells with enzyme and 100% = no enzyme wells
TcdB inh = TcdB glycohydrolase inhibitors, primary screen, biochemical, single point, plate reader. Toxin B (Clostridioides difficile), P18177. TcdB glycohydrolase enzymatic assay. inhibition, % at 9.99 µM. hit rate 0.24% among 350,000; in the data active means inhibition above about 10%
Yp Topo-I inh = Yersinia pestis topoisomerase I inhibitors, primary screen, biochemical, cleavage product accumulation, plate reader, single point | DNA topoisomerase I (Yersinia pestis CO92) | Y. pestis Topo-I cleavage product accumulation | activity, % at 10 µM | hit rate 0.064% among 360,000 | AID 504884, 2011; in the data active means activity above about 50%, passing the limit was not always enough; inconclusive means no clear call, values can overlap the other calls; further: inactives centre near 2
* hit, by the source's call; ? = inconclusive; / = no result given. Unless noted, no stated cut-off is given here; in the data, active means inhibition above about 30%; inconclusive means no clear call, values can overlap the other calls; inactive means below that.

SMILES | FadD28 FP inh | BoNT A protease | PrPC TRFRET | Anthrax LF prot | PfHsp40 yeast | BoNT-F LC inh | CCHF vOTU inh | TcdB inh | Yp Topo-I inh
NC(=O)c1c(C(F)(F)F)cc(-c2ccccc2)nc1NCCO | 0.6 | 0.2 | 1.3 | -1.4 | -1.6 | -6.9 | -24.5 | / | -0.7
O=C(NC1(C(F)(F)F)NC(=O)N(c2ccc(F)cc2)C1=O)c1cccs1 (configuration not stated) | -0.1 | -0.7 | -2.9 | 1.4 | -1.1 | -12.6 | -14.7 | / | -4.7
O=C1CCCc2c1cc(C(=O)NCc1ccco1)c(=O)n2-c1ccc(Cl)cc1 | 1.8 | -1.6 | 0.0 | -10.3 | -0.4 | -5.9 | 2.2 | / | 3.8
COc1cccc(-c2ccc(=O)n(CC(=O)NCCN3CCOCC3)n2)c1 | -1.1 | -4.8 | -3.1 | -1.8 | -1.2 | -7.5 | -5.1 | / | 6.7
COc1ccc(CN2CCC3CC2c2cc(Cl)ccc23)cc1 (configuration not stated) | 0.4 | -0.3 | -10.3 | 5.3 | 0.6 | -2.8 | 2.7 | 1.7 | 9.8
COc1ccccc1NC(=O)Nc1ccc(S(=O)(=O)Nc2onc(C)c2C)cc1 | 0.3 | -0.8 | 5.4 | -18.9 | 1.1 | 1.6 | 1.1 | 3.8 | -0.2
COc1ccc(S(=O)(=O)O/N=C2\CCSc3ccc(C)cc32)cc1 | -3.9 | -7.0 | -4.8 | -0.6 | 0.1 | -9.4 | 1.9 | / | 19.2
CN(Cc1cccs1)c1ncnc2sccc12 | -3.9 | -0.3 | 1.1 | -0.9 | -1.3 | 18.1 | -1.6 | / | -3.9
CC(C)CC(COCc1ccc(Cl)cc1)N1CCN(C(=O)c2cccc(C(F)(F)F)c2)CCC1=O (configuration not stated) | -4.3 | 0.6 | 5.7 | -2.2 | 7.6 | -1.1 | 11.6 | 1.8 | 7.2
COc1ccc(NC(=O)CN(C)C(=O)c2ccc3c(c2)OCCO3)cc1 | -0.5 | -1.8 | 0.9 | -1.1 | 0.7 | -2.6 | 22.5 | 1.0 | 9.7
O=C(c1cc(=O)c2ccccc2o1)N1CCCc2ccccc21 | -0.1 | 0.2 | 3.9 | -3.3 | 0.0 | -15.8 | 12.8 | 0.0 | -3.7
Cc1cc(C(=O)OCC(=O)Nc2ccccc2[N+](=O)[O-])c2ccccc2n1 | -4.2 | 0.3 | 5.2 | 1.3 | 0.0 | 0.3 | -0.7 | 1.0 | 0.8
CCOc1ccc(CCNC(=O)COC(=O)C2CCN(S(=O)(=O)c3ccc(C)c(C)c3)CC2)cc1OCC | -2.5 | -0.5 | 4.4 | 1.3 | 0.5 | 5.1 | 18.0 | 0.7 | 11.0
Cc1cc(-c2ccc(Br)s2)nc(-n2cccc2)n1 | -0.1 | 1.3 | 22.8 | -1.1 | -0.1 | -5.6 | -71.3 | -0.2 | -9.0
COc1ccc(N(C)C(=O)Cc2c(C(=O)O)n(C)c3ccccc23)cc1 | -0.7 | -0.6 | 3.5 | -18.1 | / | -0.5 | 4.9 | 0.9 | -0.2
Cc1cc(Cl)nc(Cl)c1C(=O)NC(=O)NCCC(C)C | 0.7 | 0.2 | 2.5 | -3.7 | -1.1 | 0.4 | -4.2 | 3.5 | 1.1
Brc1cnc2nc(SC/C=C/c3ccccc3)[nH]c2c1 | -1.9 | 1.8 | 4.0 | 5.6 | -0.4 | ? | -10.5 | -1.9 | -2.4
O=C1COc2ccc(C(=O)NCc3ccco3)cc2N1 | -2.3 | -0.1 | -3.2 | -6.2 | -0.6 | -8.4 | -15.7 | 2.4 | 12.2
O=C(NCc1ccc(F)cc1)c1noc2c1CCCCC2 | -1.5 | 0.6 | 2.3 | -0.4 | -1.1 | 5.2 | -13.9 | 1.0 | -5.4
O=C(COC(=O)c1ccco1)Nc1nnc(-c2ccccc2)o1 | -1.8 | -4.6 | -3.4 | 6.1 | 1.7 | -22.7 | -5.3 | -4.1 | -0.2
Cc1ccc(Cl)cc1NC(=O)c1ccccc1OCC(=O)Nc1ccc(Cl)cc1 | -0.2 | -1.8 | -2.4 | -2.7 | 0.1 | -10.0 | -3.0 | 0.2 | -3.1
CC1CC(C)CN(S(=O)(=O)c2ccc3c(c2)CC(=O)N3)C1 (configuration not stated) | -1.1 | / | -5.9 | / | 0.0 | / | -10.1 | 0.5 | 5.4
Cc1ccc(S(=O)(=O)NC(CC(=O)NC2CCCC2)c2ccco2)cc1 (configuration not stated) | -4.5 | -0.5 | 2.8 | -8.9 | -0.7 | -7.6 | 8.6 | / | -8.0
O=C(CCC(=O)c1ccccc1)NC1CCCN(Cc2ccccc2F)C1 (configuration not stated) | -0.3 | 0.8 | -5.4 | 4.4 | -0.9 | -24.6 | -4.9 | 1.2 | -8.9
COc1ccc(/C=C/C(=O)NCCCNC(=O)/C=C/c2ccc(OC)c(OC)c2)cc1OC | -3.9 | -0.1 | -7.0 | -2.1 | 0.1 | -4.5 | 3.2 | -1.4 | -4.8

Additional records:
SMILES | FadD28 FP inh | BoNT A protease | PrPC TRFRET | Anthrax LF prot | PfHsp40 yeast | BoNT-F LC inh | CCHF vOTU inh | TcdB inh | Yp Topo-I inh
NS(=O)(=O)c1ccc(CCn2c(=S)[nH]c3ccc(F)cc3c2=O)cc1 | -1.9 | -0.9 | -3.9 | -6.2 | 4.3 | -2.9 | 2.2 | 0.5 | 2.7
O=C(Nc1ccc(Cl)cc1)c1ccc2c(c1)S(=O)(=O)c1ccccc1C2=O | -1.0 | -0.2 | -4.6 | -1.4 | 0.7 | -0.3 | -2.2 | -0.9 | -2.6
CC(C)(Oc1ccc(Cl)cc1)C(=O)N1CCN(c2ccccn2)CC1 | -5.9 | 0.3 | -1.1 | -1.2 | 2.9 | 8.2 | 1.8 | / | 18.3
Cn1ncc2c(Nc3ccc4ccccc4c3)ncnc21 | -1.3 | 0.5 | 0.8 | -1.4 | 0.5 | -3.4 | -5.2 | 0.1 | -10.0
CC(C)c1ccc(C=NNc2ccc([N+](=O)[O-])cn2)cc1 | 0.6 | 0.6 | -1.0 | -5.8 | 11.7 | -7.3 | 17.2 | 0.8 | -14.8
Cc1sc2ncn(CC(=O)NCCCC(=O)Nc3ccc(C(C)C)cc3)c(=O)c2c1C | -2.1 | -1.7 | 1.9 | -16.4 | 1.2 | -11.0 | 16.3 | -10.1 | 3.5
CC1(c2nnc(Cc3ccccc3)o2)CC(c2ccc(Cl)cc2)=NO1 (configuration not stated) | -2.6 | 0.0 | 1.2 | 1.2 | -1.3 | 1.2 | 8.2 | 8.3 | 6.5
CC1(C(=O)NS(=O)(=O)c2ccc(Cl)cc2)CCN1C(=O)CC1CC1 (configuration not stated) | -2.6 | 0.1 | 7.5 | 1.7 | / | -2.7 | -4.7 | -0.4 | 5.6
Cc1cccc(C(P(=O)(c2ccccc2)c2ccccc2)P(=O)(c2ccccc2)c2ccccc2)n1 | 0.2 | 0.5 | -7.1 | -1.7 | 0.5 | -2.2 | 2.9 | / | 4.2
CCOC(=O)[C@]12Cc3cc(OC)c(OC)cc3[C@H]1N(Cc1ccccc1)C(=O)c1ccccc12 | -0.2 | -0.6 | 1.5 | -5.9 | -0.3 | -16.4 | -6.0 | 0.2 | 26.7
CSc1ccccc1NC(=O)N1CCC(CO)(CC2CCCCO2)CC1 (configuration not stated) | 0.0 | -0.8 | -4.9 | -9.4 | 4.5 | -6.2 | -4.9 | 1.0 | 6.9
Cn1c(SCC(=O)Nc2ncc(C(F)(F)F)cc2Cl)nnc1-c1ccc(Cl)cc1 | -0.2 | -1.7 | -1.6 | -5.2 | 1.6 | -6.4 | -8.2 | 0.4 | 1.2
CC(C)Cn1c2c(c(=O)[nH]c1=O)C(NS(=O)(=O)c1ccc(Cl)cc1)(C(F)(F)F)C(=O)N2 (configuration not stated) | -0.4 | 0.1 | -2.4 | -3.7 | -0.4 | 0.3 | 11.8 | -0.7 | 10.5
CC1(C)CN=C(Nc2nc3ccccc3s2)S1 | -2.5 | -0.8 | 3.5 | -3.0 | 1.3 | -13.4 | 5.8 | / | 3.3
Cc1ccccc1-c1nnc(CN2CCN(C(=O)c3ccco3)CC2)o1 | -1.3 | -5.3 | -3.8 | 0.5 | -2.2 | -18.8 | -17.1 | -0.5 | 3.2
COc1ccc(C(=O)C=Cc2ccc(OCc3ccccc3)c(OC)c2)cc1OC | -10.5 | 0.9 | -1.4 | -1.9 | / | -1.6 | -0.1 | 0.5 | 34.2
Cc1cc(C)c(NC(=O)CN(C)C(=O)C2CC(=O)N(c3cccc4ccccc34)C2)c(C)c1 (configuration not stated) | -2.2 | 0.6 | -4.9 | -6.4 | -0.5 | -4.5 | -2.0 | -0.4 | 18.4
CCOc1nsc(OCC)n1 | -2.1 | 0.7 | -2.3 | 16.9 | -3.0 | 8.4 | -1.8 | 0.6 | 2.0
Cc1ccc(S(=O)(=O)/N=C2/NC(=O)/C(=C/c3ccccn3)S2)cc1 | -0.8 | -0.5 | -2.7 | 2.6 | 2.5 | -7.5 | 4.3 | -0.1 | 12.8
CN1CCN(CC(=O)NN(Cc2ccccc2)c2ccccc2)CC1 | -2.5 | -4.0 | -9.7 | 5.7 | 0.5 | ? | -8.6 | 0.5 | -3.5
CC(C)(CO)Cc1cc(C(C)(C)C)c(O)c(C(C)(C)C)c1 | -3.6 | -0.4 | 1.8 | -6.8 | -0.7 | -3.5 | 24.3 | 1.8 | 7.3
CCN(CC(=O)NCc1ccc(Cl)cc1)C(=O)CNS(=O)(=O)c1ccc(NC(C)=O)cc1 | -0.4 | -2.0 | 6.8 | -3.8 | -0.2 | -5.4 | 2.2 | 0.9 | -7.1
Cc1ccc(NC2CCCCC2NS(=O)(=O)c2ccc(Cl)cc2)cc1 (configuration not stated) | -1.2 | -0.5 | 7.5 | 0.1 | 0.4 | -5.6 | -1.0 | 0.0 | 3.2
O=C(NC1CCCCC1)c1ccc2[nH]c(=O)c(=O)[nH]c2c1 | -5.0 | -0.5 | -6.3 | -1.5 | -1.4 | 1.5 | 0.2 | 0.4 | -3.5
C/C=C(\C)C(=O)NCCN1C2=NC[C@H](C(C)C)N2C[C@H]1Cc1ccc(O)cc1 | -0.1 | 0.5 | -1.0 | 2.9 | 0.2 | -8.1 | -9.3 | 1.1 | -12.0
O=C(CSc1nnc(-c2ccncc2)n1CC1CCCO1)Nc1cccc(O)c1 (configuration not stated) | -3.2 | 1.4 | 9.6 | -3.7 | 0.7 | 2.6 | 0.6 | / | -7.3
COCc1ccc(C(=O)NC2CCCc3c2cnn3-c2cc(C)cc(C)c2)s1 (configuration not stated) | 0.6 | 0.7 | 12.4 | -1.0 | -0.5 | 11.8 | -3.8 | 2.7 | 30.7
O=C(NCc1ccccc1)[C@@H]1CCCN1C(=O)[C@@H]1CCCN1C(=O)c1cccc2ccccc12 | / | 0.2 | 3.5 | -2.7 | / | 3.0 | 16.3 | 0.2 | /
CNC(=O)Nc1ccccc1NC(=O)NC | 0.4 | -0.1 | -8.4 | -6.3 | 0.0 | 0.6 | -0.1 | / | -7.6

Random excerpt: three entries already listed.
SMILES | FadD28 FP inh | BoNT A protease | PrPC TRFRET | Anthrax LF prot | PfHsp40 yeast | BoNT-F LC inh | CCHF vOTU inh | TcdB inh | Yp Topo-I inh
CCOC(=O)[C@]12Cc3cc(OC)c(OC)cc3[C@H]1N(Cc1ccccc1)C(=O)c1ccccc12 | -0.2 | -0.6 | 1.5 | -5.9 | -0.3 | -16.4 | -6.0 | 0.2 | 26.7
Cn1c(SCC(=O)Nc2ncc(C(F)(F)F)cc2Cl)nnc1-c1ccc(Cl)cc1 | -0.2 | -1.7 | -1.6 | -5.2 | 1.6 | -6.4 | -8.2 | 0.4 | 1.2
CC1(c2nnc(Cc3ccccc3)o2)CC(c2ccc(Cl)cc2)=NO1 (configuration not stated) | -2.6 | 0.0 | 1.2 | 1.2 | -1.3 | 1.2 | 8.2 | 8.3 | 6.5

Outcome played no part in choosing rows. About 2.3% of those tested had a hit in this group.
